Screens: PubChem, SRMLSC
SKBR3 24h inh = SK-BR-3 proliferation inhibitors. SK-BR-3 viability, CellTiter-Glo ATP luminescence, 24 h; stronger effect = lower value. viability, % at 10 µM. 41,000 tested, 0.47% active;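 active = viability at or below the median of all test compounds minus 3 SD, in both replicates if run twice, cut at about 45% in these data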;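 note: 100% = median untreated cell wells and 0% = median positive control drug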
* = called active by the depositor. Some of the compounds tested; rates above refer to the full screens.

cpd	smiles	SKBR3 24h inh
1	O=C(CCCN1C(=O)c2ccccc2C1=O)Nc1ccccn1	101
2	Cc1nnc(SCC(N)=O)n1CC1CCCO1 (stereo not drawn)	106
3	O=C(c1cccs1)N1CCN(S(=O)(=O)N2CCOCC2)CC1	102
4	COc1ccc(CN2CCN(S(=O)(=O)c3ccc(F)cc3)CC2)cc1OC	105
5	COC(=O)c1ccc(CSc2ncnc3c2nnn3-c2ccc(F)cc2)o1	81
6	CC1(C)Nc2ccccc2N(CCC(=O)N2CCOCC2)C1=O	89
7	CCCCOc1ccc(OCCCN2CCOCC2)cc1	68
8	O=C(Nc1ccc(Cl)cn1)c1cccnc1	112
9	O=C(c1cccs1)N1CCN(Cc2cccnc2)CC1	97
10	COC(=O)c1ccccc1OCc1cccc(C)n1	71
11	Cc1cc(C)c(S(=O)(=O)N(C)CC(N)=O)c(C)c1	98
12	CS(=O)(=O)N(CC(=O)O)c1cccc(Cl)c1	95
13	Fc1ccc(C2=Nn3c(nnc3-c3n[nH]c4c3CCC4)SC2)cc1	85
14	Cc1ccc(S(=O)(=O)N(CC(=O)N2CCOCC2)C2CCCCC2)cc1	88
15	COc1ccc(C(=O)OC(COc2ccccc2)Cn2ccnc2)cc1 (stereo not drawn)	85
16	CCOC(=O)c1[nH]c2ccc(C)cc2c1NC(=O)CN1CCCCC1	93
17	COc1cccc(OC)c1OCC(C)CNCC1CCCO1 (stereo not drawn)	94
18	Cc1nc2ccc(C(=O)c3ccccc3)cc2[nH]1	96
19	CSc1ccccc1NC(=O)c1ccccc1N(C)S(C)(=O)=O	103
20	CC(C)Oc1ccc(C2C(C(=O)c3ccco3)=C(O)C(=O)N2Cc2cccnc2)cc1 (stereo not drawn)	95
21	COCc1nnc(NC(=O)CS(=O)(=O)Cc2ccccc2)s1	95
22	COc1ccc(N2CCN(C3CC(=O)N(Cc4ccc(N5CCCC5=O)cc4)C3=O)CC2)cc1 (stereo not drawn)	96
23	CCOC(=O)N1CCN(C(=O)CCS(=O)(=O)c2ccc(Br)s2)CC1	83
24	O=C(NCc1ccco1)c1ccc(Cl)c(S(=O)(=O)N2CCOCC2)c1	113
25	CCCCOc1cc(=O)[nH]c(=O)[nH]1	75
26	CC1(C)CC(=O)c2sc(N3CCCCC3)nc2C1	74
27	COc1ccccc1-c1cc(C(=O)N2CCN(c3ccccc3OC)CC2)no1	103
28	Cc1ccc(NC(=O)c2nc[nH]c2C(=O)N2CCCCC2)c(C(=O)c2ccccc2)c1	93
29	COc1ccc(C2C(C(=O)N3CCOCC3)=C(C)NC3=C2C(=O)CC(C)(C)C3)c(OC)c1 (stereo not drawn)	82
30	O=C(Nc1nnc(-c2ccco2)s1)C1CC1	114
31	CCN(CC)C(=O)Oc1ccc2c(=O)c(-c3ccc(OC)cc3)c(C)oc2c1	78
32	CCOC(=O)c1cc(S(=O)(=O)N2CCN(C(=O)OCC)CC2)cn1C	106
33	COc1cccc(C2NC(=O)NC(C)=C2C(=O)Nc2cc(OC)ccc2OC)c1 (stereo not drawn)	95
34	O=c1oc2ccccc2n1CCCCCn1c(=O)oc2ccccc21	91
35	CCn1c(SCC(=O)Nc2ccccc2N2CCOCC2)nnc1-c1ccccc1	90
36	C=CCN1C(=O)C(CC(=O)O)SC1=Nc1c(C)n(C)n(-c2ccccc2)c1=O (stereo not drawn)	96
37	CCn1c(N)c(C(=O)Nc2ccccc2C(=O)OC)sc1=S	85
38	COCc1nnc(NS(=O)(=O)c2ccc(NC(C)=O)cc2)s1	105
39	O=C(c1cnn2c(C(F)(F)F)cc(-c3ccccc3)nc12)N1CCOCC1	93
40	CCc1nc(C)cn1S(=O)(=O)c1ccc(Cl)c(Cl)c1Cl	97
41	Cc1cccc(-n2c(O)c(C=NCCCN3CCOCC3)c3ccccc3c2=O)c1	86
42	COc1ccc2cc3c(N)c(C(=O)N4CCCC4)sc3nc2c1	88
43	COc1ccc(CCNC(=O)c2cc(-c3cc(C)c(C)cc3O)n[nH]2)cc1OC	100
44	CS(=O)(=O)c1nc(-c2cccs2)cc(C(F)(F)F)n1	22*
45	CCC(C)(C)NC(=O)C1CCN(c2nc(C)cc(C)n2)CC1	86
46	Nc1cc(-c2nn[nH]n2)ccc1F	108
47	FC(F)(F)COc1nc(OCC(F)(F)F)nc(N2CCN(c3ccccc3)CC2)n1	75
48	CCC1(C)Cc2c(sc3nc(SCC(=O)O)[nH]c(=O)c23)CO1 (stereo not drawn)	95
49	CN(C)CCCNC(=O)Cc1ccc(Br)cc1	130
50	CCOC(=O)CNC(=O)CCCCCC(=O)NCC(=O)OCC	106
51	CC(C)C(OC(=O)c1cccs1)C(=O)NCc1ccco1 (stereo not drawn)	85
52	N#Cc1c(N)nc(SCc2ccccn2)c(C#N)c1-c1cccs1	111
53	CSc1nc2ccccc2n1Cc1cccc(F)c1	81
54	Fc1ccc(-c2nnc3sc(-c4ccc5c(c4)OCO5)nn23)cc1	86
55	CCCCOC(=O)CCc1nc2ccccc2[nH]1	82
56	COc1cccc(OCc2nnc(SCC(=O)OCc3ccccc3)o2)c1	83

Next part:
cpd	smiles	SKBR3 24h inh
57	CC(CCc1ccccc1)NC(=O)c1ccncc1 (stereo not drawn)	82
58	O=C(CN1CCC(c2nc3ccccc3s2)CC1)NCc1cccs1	94
59	Cc1cccn2c(=O)c3cc(C(=O)NCc4ccco4)c(=N)n(C(C)C)c3nc12	77
60	COc1cc(C2C(C#N)=C(N)OC3=C2C(=O)CCC3)ccc1OC(=O)N1CCOCC1 (stereo not drawn)	110
61	Cn1c(=O)c2c(nc(NCc3ccc4c(c3)OCO4)n2Cc2ccc(F)cc2)n(C)c1=O	65
62	Oc1[nH]c2ccccc2c1C=Nc1ccc2c(c1)OCO2	125
63	CCOCCCNC(=O)N1CCOCC1	86
64	CCOC(=O)N1CCN(C(=O)CN(c2cc(Cl)ccc2OC)S(=O)(=O)c2ccccc2)CC1	95
65	O=C(CNS(=O)(=O)c1cccc2nsnc12)NCc1ccc(Cl)cc1	91
66	O=S(=O)(NC1CCCC1)c1ccc(S(=O)(=O)N(Cc2cccs2)CC2CCCO2)cc1 (stereo not drawn)	84
67	Cc1cc2ccccc2c(=O)n1CC(=O)N1CCN(c2cccc(Cl)c2)CC1	29*
68	COc1cccc(C(=O)N(CN2CCCC2=O)c2cccc(Cl)c2)c1OC	81
69	Cc1cc(C(=O)Nc2sc(C)c(C)c2C#N)no1	99
70	CCN(CC)C(=O)CCCOc1ccc(Cl)cc1Cl	91
71	Nn1c(SCC(=O)N2CCCc3ccccc32)nnc1-c1ccccc1	84
72	COCCN(CCOC)C(=O)c1cc2sc3ccccc3c2s1	77
73	O=C(NCCCN1CCCCCC1)c1ccc2c(c1)NC(=O)C(N1CCOCC1)S2 (stereo not drawn)	86
74	CC1=C(C#N)C(=O)NC(C)(C)C1	85
75	COC(=O)CCCC(=O)N1CCOCCN(C(=O)CCCC(=O)OC)CCOCC1	96
76	Cc1ccc(C)c(NC(=O)CSc2nnc(-c3ccncc3)n2N)c1	103
77	Cc1ccc(O)c(C(=O)c2cnn(C(=O)Cc3csc(C)n3)c2)c1	101
78	Cc1nc(S(=O)(=O)c2ccc(Cl)cc2)c(NCc2ccccc2)o1	84
79	Cn1c(NCc2ccccc2)nc2c1c(=O)n(Cc1ccccc1)c(=O)n2C	75
80	CC1(C)CC(=O)C2=C(C1)Oc1ncn(Cc3ccco3)c(=N)c1C2c1ccccc1 (stereo not drawn)	66
81	Cc1ccnc(NC(=O)COc2ccc3oc4c(c3c2)CCCC4)c1	80
82	O=C1c2ccccc2C(=O)N1Cc1nc(-c2cccnc2)no1	99
83	CC(C)Cn1c(SCC#N)nc2ccccc2c1=O	84
84	COCCN1C(=O)c2ccccc2C(C(=O)NCCN(C)C)C1c1ccc(F)cc1 (stereo not drawn)	74
85	COc1ccc(CCNC(=O)CSc2ncnc3c2oc2ccccc23)cc1OC	109
86	CCOC(=O)C1=C(O)C(=O)N(c2ccc(S(N)(=O)=O)cc2)C1c1ccccc1 (stereo not drawn)	96
87	CSC1=C(C#N)C(CC(C)C)C2=C(CCCC2=O)N1 (stereo not drawn)	96
88	c1ccc(-n2c(Cc3cccnc3)nc3cnccc32)cc1	86

Reformatted field by field: 3 of the compounds above
81) Cc1ccnc(NC(=O)COc2ccc3oc4c(c3c2)CCCC4)c1
  SKBR3 24h inh: 80

82) O=C1c2ccccc2C(=O)N1Cc1nc(-c2cccnc2)no1
  SKBR3 24h inh: 99

83) CC(C)Cn1c(SCC#N)nc2ccccc2c1=O
  SKBR3 24h inh: 84

Later entries.
cpd	smiles	SKBR3 24h inh
89	COc1ccc(NC(=O)NC(C)c2ccncc2)cc1OC (stereo not drawn)	88
90	CC(=O)Oc1ccc2oc(=O)c3c(c2c1)CCCN3C(=O)CN1CCN(c2ncccn2)CC1	104
91	CC(=O)c1cc2c(cc1NC(=O)c1cnc(C)cn1)OCO2	77
92	N#Cc1c(-c2cccs2)cc(-c2ccccn2)nc1N	89
93	CCN(CC)CC(=O)Nc1ccc(C)cc1Br	98
94	CCOC(=O)C1=C(N)OC2=C(C(=O)CC(C)(C)C2)C1c1ccccc1OCC#N (stereo not drawn)	108
95	CCCOc1cccc(C2C(C(=O)c3ccco3)=C(O)C(=O)N2CCN(CC)CC)c1 (stereo not drawn)	98
96	N#Cc1ccccc1OCCN1C(=O)c2ccccc2C1=O	86
97	CCOC(=O)Nc1cc2c(cc1C(C)=O)OCO2	107
98	CCOC(=O)c1cccc(N2C(=O)c3ccccc3S2(=O)=O)c1	95
99	CCN(CC)S(=O)(=O)c1cc(C(=O)OCC(=O)c2ccc3c(c2)NC(=O)CO3)ccc1F	104
100	CCn1c(SCC(=O)Nc2nc(C)c(C)s2)nnc1-c1ccco1	82
101	CCCCn1c(SCC(N)=O)nnc1-c1cc(OC)c(OC)c(OC)c1	107
102	OC(CN1C2=NCCN2c2ccccc21)c1ccccc1 (stereo not drawn)	63
103	O=C(CN1CC(=O)Oc2ccccc21)NCc1ccco1	82
104	c1ccc(C(Cc2nc(-c3ccncc3)no2)c2ccccc2)cc1	95

Arranged by formula weight (smallest number first): some entries from above
cpd	smiles	SKBR3 24h inh
104	c1ccc(C(Cc2nc(-c3ccncc3)no2)c2ccccc2)cc1	95
100	CCn1c(SCC(=O)Nc2nc(C)c(C)s2)nnc1-c1ccco1	82
101	CCCCn1c(SCC(N)=O)nnc1-c1cc(OC)c(OC)c(OC)c1	107

Further structures:
cpd	smiles	SKBR3 24h inh
105	COc1ccccc1N1CCN(C(=O)CN(c2ccccc2OC)S(=O)(=O)c2ccccc2)CC1	87
106	O=C(O)C1CC=CCC1C(=O)N1CCCC1 (stereo not drawn)	82
107	COc1ccc(C(=O)/C=C/N2CCCCC2)cc1OC	92
108	COc1cc(C(O)P(=O)(OC2CCCCC2)c2ccc(N(C)C)cc2)cc(OC)c1OC (stereo not drawn)	92
109	CCOC(=O)c1ccc(NC(=O)CCc2nc(-c3ccc(Cl)cc3)no2)cc1	54
110	O=c1nc(N2CCCCC2)nc2n1CCO2	99
111	CCOC(=O)N1CCN(C(=O)c2cc(-n3cnnc3)ccc2Cl)CC1	92
112	Cc1cccc(C)c1NC1=NC(C)(C)N=C(N)N1	97
113	CN1CCN(c2ncnc3c2sc2nc(N4CCCC4)c4c(c23)CC(C)(C)OC4)CC1	78
114	Cc1cc(C)n(CC(=O)NCc2cc(-c3nn(C)c(=O)c4ccccc34)ccc2C)n1	113
115	CCCc1nnc2n1N=C(c1ccc(-c3cc(Cl)ccc3Cl)o1)CS2	89
116	C=CCNc1ncnc2c1[nH]c1ccc(C)cc12	78
117	COc1ccc(-n2c(COc3ccccc3)nnc2SCC(N)=O)cc1	97
118	Cc1ccc(S(=O)(=O)Cn2nnnc2CN2CCCC3(CCCCC3)C2)cc1	80
119	COC(=O)C(C(=O)Nc1ccc(OC)cc1)C1CCCCCC1 (stereo not drawn)	88
120	c1ccc(OCc2nn3c(-c4ccncc4)nnc3s2)cc1	102
121	COc1cccc(Cn2c(Oc3cccc(C)c3)nc3c2c(=O)n(C)c(=O)n3C)c1	89
122	O=C(O)c1oc2ccccc2c1-n1cccc1	74
123	Oc1ccccc1CN1CCCN(Cc2ccccc2O)C1	98
124	CC(O)(C#CCN1CCOCC1)c1ccccc1 (stereo not drawn)	95
125	CCCCCCOc1ccc(C(CC(=O)O)C(N)=O)cc1 (stereo not drawn)	92
126	CN(Cc1ccccc1)Cc1nc2c(c(=O)n(C)c(=O)n2C)n1Cc1ccc(F)cc1	79
127	COc1cccc(C(=O)N2CCN(c3ncccn3)CC2)c1	78
128	COc1ccc(COn2c(=O)c(C)[n+]([O-])c3ccccc32)cc1OC	86
129	COc1cccc(NS(=O)(=O)c2ccc(NC(C)=O)cc2)c1	89
130	Cc1ccc(S(=O)(=O)N[C@@H](C)C(=O)N2CCC(C(=O)N3CCC[C@H]3C(=O)O)CC2)cc1	94
131	O=C(Nc1ccccc1)N(CCCN1CCOCC1)Cc1cc2cc3c(cc2[nH]c1=O)OCCO3	104
132	Cc1cc2nc(NC3=NCN(CCCN4CCOCC4)CN3)nc(C)c2cc1C	88
133	Cc1ccc(-c2noc(CCC(=O)Nc3cc(C)ccn3)n2)cc1	84
134	Fc1cccc(Cl)c1CSc1nnnn1-c1ccc2c(c1)OCO2	87
135	CCn1c(Cc2ccccc2)nnc1SCC(=O)Nc1ccc2c(c1)OCO2	83
136	Cc1ccc(NC(=O)CN(c2ccccc2F)S(C)(=O)=O)cc1	93
137	CCCCn1c(SCC(=O)NCc2ccco2)nnc1-c1ccco1	95
138	Cn1c(CN2CCOCC2)nnc1SCC(=O)Nc1nccs1	106
139	COCCCNC(=O)Nc1ccc(F)cc1F	91
140	CCCn1nnnc1NCc1ccccc1OCc1cccs1	77
141	CCCCn1c(CN2CCN(C)CC2)nc2ccccc21	87
